MsrA act: bovine methionine sulfoxide reductase A activation; purified bovine MsrA, absorbance read-out; activation, % at 10.6 µM; 0.3% of 360,000 active; AID 602163; in the data active = activation above about 7.5%;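 also: 0% = vehicle and 100% = reference activator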
MT1-MMP act inh: MT1-MMP (human) activation inhibition. P50281. HT1080 RFP-PRO-GFP cells, GFP/RFP ratio fluorescence, overnight; percent of plate control window, DMSO zero. GFP/RFP ratio change, % at 20 µM. AID 651647. 0.061% of 360,000 active;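 active = GFP/RFP ratio change of at least 30% with cell ATP level not reduced by more than half and red fluorescence within 50% of control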; also: strong numbers were not always called active
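Material – HT1080 RFP-PRO-GFP cells · Control set – DMSO wells and RFP-L50D-GFP cells · Incubation – overnight cell settling, then overnight compound exposure, 37 °C, 5% CO2 · Compound dosing – single-point 20 µM compound, 1% DMSO · Read-out – GFP/RFP fluorescence ratio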
SKN-1 block: inhibitors of C. elegans SKN-1 | C. elegans VP596 Pgst-4::GFP/RFP ratio, acrylamide-induced, 24 h | 0.49% of 360,000 active | inhibition, % at 21.8 µM;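 active = interference check ratio from 0.5 to 1.5 plus GFP to RFP signal ratio inhibition reaching or exceeding a fixed threshold, cut at about 30% in these data, passing the limit was not always enough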; also: some compounds called inactive have numbers as strong as hits
MsrA inhibitor: inhibits bovine methionine sulfoxide reductase A; inhibition, % at 15.5 µM; purified bovine MsrA, absorbance read-out; AID 651718; 0.75% of 360,000 active; in the data active = inhibition above about 4.5%;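 also: 0% = vehicle wells with enzyme and 100% = reference inhibitor wells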
CendR NRP1 mod: alters CendR peptide binding to human NRP-1 | FAM-RPARPAR peptide binding to NRP-1, fluorescence polarization | inhibition, % at 25 µM | 0.85% of 360,000 active | AID 602438;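 active = inhibition or corrected inhibition above about 18%, plus a signal ratio from 0.5 to 1.5, limit read from the data, passing the limit was not always enough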; also: strong numbers were not always called active
eLon inh: inhibits E. coli Lon protease | purified E. coli Lon protease, fluorescence polarization | inhibition, % at 7.94 µM | 0.42% of 360,000 active; in the data active = inhibition above about 13%, passing the limit was not always enough;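 also: 0% = enzyme with probe and DMSO and 100% = no enzyme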
Target sequence (P0A9M0 whole entry, looked up): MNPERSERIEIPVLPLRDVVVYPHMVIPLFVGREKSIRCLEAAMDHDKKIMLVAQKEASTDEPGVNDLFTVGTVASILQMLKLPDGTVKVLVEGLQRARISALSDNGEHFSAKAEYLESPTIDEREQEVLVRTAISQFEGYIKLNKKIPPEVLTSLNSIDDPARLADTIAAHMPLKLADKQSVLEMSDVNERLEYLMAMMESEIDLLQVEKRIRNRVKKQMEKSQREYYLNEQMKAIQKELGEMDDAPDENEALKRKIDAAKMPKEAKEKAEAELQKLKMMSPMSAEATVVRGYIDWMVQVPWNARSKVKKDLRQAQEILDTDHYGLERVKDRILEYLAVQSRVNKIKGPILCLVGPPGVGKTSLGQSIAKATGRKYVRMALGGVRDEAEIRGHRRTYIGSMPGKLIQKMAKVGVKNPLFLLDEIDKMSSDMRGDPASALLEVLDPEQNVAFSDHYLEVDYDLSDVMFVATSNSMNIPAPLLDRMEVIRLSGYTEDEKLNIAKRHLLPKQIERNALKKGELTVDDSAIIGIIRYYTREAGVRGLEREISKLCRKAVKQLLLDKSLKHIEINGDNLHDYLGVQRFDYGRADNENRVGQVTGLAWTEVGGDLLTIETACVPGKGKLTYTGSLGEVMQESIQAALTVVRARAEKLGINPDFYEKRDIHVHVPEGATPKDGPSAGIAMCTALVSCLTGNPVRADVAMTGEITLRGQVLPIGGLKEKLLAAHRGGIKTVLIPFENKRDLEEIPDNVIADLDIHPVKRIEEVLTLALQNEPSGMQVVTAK
MLLE-PAM2 inh: blocks PAM2 peptide binding to the PABP1 MLLE domain | 0.36% of 360,000 active | GST-MLLE / FITC-PAM2 fluorescence polarization | P11940 | inhibition, % at 20 µM; in the data active = inhibition above about 35%, passing the limit was not always enough;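 also: plate controls were DMSO wells with GST-MLLE for no effect and wells lacking GST-MLLE protein for full effect; some results filed as inactive read as strong as hits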
FAS TE block: FAS thioesterase (human) inhibition. P49327. recombinant FAS-TE, OMFH fluorogenic substrate, fluorescence endpoint. inhibition, % at 15 µM. 0.67% of 360,000 active;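 active = compounds whose normalised, plate-corrected inhibition of enzyme fluorescence in the single-dose primary screen is 50% or more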;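 also: 0% = DMSO with enzyme and 100% = substrate without enzyme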
TbMetRS inhib: blocks T. brucei methionyl-tRNA synthetase activity; inhibition, % at 11.9 µM; purified T. brucei MetRS, ATP depletion, Kinase-Glo luminescence; 0.4% of 360,000 active;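 active = inhibition above a per-plate cutoff of the control wells' mean inhibition plus 3 SD, cut at about 5.5% in these data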;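 also: 0% = DMSO wells median and 100% = median of wells with control inhibitor compound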
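Material: T. brucei methionyl-tRNA synthetase, purified; reagent: substrates ATP, L-methionine and bulk Escherichia coli tRNA; dosing: 11.9 µM single point; timing: 15 min plus 2 h at 25 °C; detection: luminescence of leftover ATP; evaluation: % inhibition; control set: DMSO-only wells as low control; replicates: singlicate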
* = called active by the depositor; / = not tested or not shown.

Below each compound: CendR NRP1 mod | FAS TE block | TbMetRS inhib | MsrA act | SKN-1 block | eLon inh | MsrA inhibitor | MLLE-PAM2 inh | MT1-MMP act inh
- COC(=O)c1ccc(C(=O)OC)c(NC(=O)C(C)(C)C)c1
 : -6 | 3 | -0.4 | 0 | 7 | 2 | 0.6 | 3 | 1
- CCOc1ccc(/C=N/n2cc(-c3ccccc3)[nH]c2=S)cc1
 : 2 | 6 | -0.4 | 0 | 14 | 3 | -0.8 | 6 | 5
- CC(=O)Nc1cccc(-c2nnc(SCC(=O)n3c4c(c5ccccc53)CCCC4)n2C)c1
 : 5 | 0 | -0.4 | -1 | 14 | -2 | 0.9 | -48 | 1
- COCc1cc(/C=N\NC(=O)COc2ccc(Cl)cc2)ccc1OC
 : -5 | -4 | -0.5 | 1 | 0 | -1 | -0.7 | 17 | 3
- CCc1ccc2c(c1)C(c1ccc([N+](=O)[O-])cc1)=NNC(c1ccc(Br)cc1)=N2
 : -7 | 34 | 1.3 | -1 | 4 | -1 | 0.9 | -6 | -3
- COc1ccc(S(=O)(=O)NCc2cc(=O)n(C)c(=O)n2C)cc1F
 : 6 | -6 | 0.0 | 2 | 14 | 5 | 0.6 | -8 | -3
- Cc1cccnc1NC(=O)c1sc2ccccc2c1Cl
 : -2 | -16 | -0.6 | -7 | 21 | -2 | 0.1 | 5 | 0
- NS(=O)(=O)c1cccc(NC(=O)CNC(=O)CC23CC4CC(CC(C4)C2)C3)c1
 : 4 | 2 | -1.3 | -12 | -6 | -3 | -0.6 | 1 | 2
- C[C@H]1CN([C@@H](C)CO)S(=O)(=O)c2ccc(C#Cc3cccnc3)cc2O[C@@H]1CN(C)C(=O)Nc1ccc2c(c1)OCO2
 : -2 | -2 | -0.5 | -1 | 10 | -4 | -1.5 | -9 | -5
- CCOc1ccc(NC(=O)CSc2nncn2C)cc1
 : 4 | -6 | -0.7 | -1 | -2 | -3 | 1.5 | 1 | 3
- Cc1cccc(C)c1NC(=O)N1CC(C)OC(C)C1 (centres undefined)
 : 0 | 2 | -0.6 | 4 | 15 | -7 | 0.3 | -4 | -1
- CC(=O)N(C)c1ccc(N=Nc2c(C)[nH]n(-c3ccccc3)c2=O)cc1
 : -1 | 3 | -0.6 | 8.0* | 18 | -5 | -1.0 | 0 | 14
- COc1ccc2c(CC(=O)N(C)CC3COc4ccccc4O3)coc2c1 (centres undefined)
 : -14 | 9 | -1.0 | 3 | -1 | -3 | -0.2 | -12 | -4
- COc1ccccc1[N+](=O)[O-]
 : 1 | -2 | -1.1 | -2 | 4 | 3 | 0.5 | -9 | -1
- CCC(CC)NC(=O)Cc1ccccc1OC
 : 12 | -5 | -0.2 | -5 | -19 | 1 | -0.6 | -3 | -2
- Cc1cc2c(c(SCC(=O)Nc3ccc(C)c(C)c3)n1)C(=O)OC2
 : 5 | 2 | -0.1 | -5 | -7 | -6 | 0.4 | 8 | 5
- CC(=O)N1CCN(S(=O)(=O)c2cccc(C(=O)OCN3C(=O)c4ccccc4C3=O)c2)CC1
 : 16 | 31 | 0.1 | -4 | 15 | 7 | 0.7 | 2 | 0
- CC(C)=CCC[C@](C)(OC1OC(COC2OCC(O)C(O)C2O)C(O)C(O)C1O)C1CC[C@]2(C)C1C(O)CC1[C@@]3(C)CCC(O[C@@H]4O[C@H](CO)C(O)C(O)C4O[C@@H]4OC(CO)C(O)C(O)C4O)C(C)(C)C3CC[C@]12C (some centres undefined)
 : -3 | -9 | -0.3 | 1 | 16 | -12 | 1.6 | -12 | 3
- C/C(=N\NC(=O)C(=O)Nc1cccc(Cl)c1C)c1ccncc1
 : -4 | -8 | 0.5 | -3 | 10 | 11 | 0.1 | 3 | -1
- CCOc1ccc(C(=O)Nc2cccc(NC(=O)c3cccs3)c2)cc1[N+](=O)[O-]
 : 6 | 32 | 0.0 | -3 | 5 | 0 | 2.3 | 8 | 3
- Cc1cc(C)n(/N=C/c2c[nH]c3ccccc23)c(=O)c1
 : 3 | -5 | -0.6 | -9 | 33 | 6 | 1.0 | 8 | 6
- COc1ccc(CNC(=O)C2Cc3ccccc3CN2C(=O)c2ccco2)cc1 (centres undefined)
 : 0 | -7 | 0.0 | -4 | -3 | -2 | -0.1 | -8 | 2
- COCCN(C(=O)CNC(=O)c1ccco1)C(C(=O)NC1CCCC1)c1ccccc1F (centres undefined)
 : -1 | 0 | -0.5 | -1 | -1 | -3 | -0.1 | -3 | 6
- Cn1cc(S(=O)(=O)Nc2ccc(OC(F)(F)F)cc2)c(=O)n(C)c1=O
 : 9 | -1 | -0.8 | -7 | -6 | -16 | 0.5 | 16 | -6
- CCn1ncc(C(=O)Nc2cccc(Cl)c2)c1C
 : 7 | -12 | -0.6 | -1 | 17 | -8 | 0.1 | 7 | 5
- Cc1nnc2ccc(-c3ccc(NS(=O)(=O)c4ccc(Cl)s4)cc3)nn12
 : 1 | -1 | -0.3 | -3 | -2 | 2 | 2.9 | -7 | 4
- Cc1sc2c(c1C)c(=O)n(-c1ccccc1)c1nncn21
 : -16 | -5 | -0.8 | -6 | -11 | 2 | 0.7 | -9 | 1
- CCOC(=O)c1sc(NC(=O)c2cccs2)nc1C
 : -7 | -10 | -0.5 | 1 | 11 | -9 | -1.2 | -11 | 6
- COC(=O)/C=C1/SC(=NC(=O)c2cccc([N+](=O)[O-])c2)NC1=O
 : -26 | 3 | -0.1 | -3 | 10 | -14 | 0.2 | 27 | 3
- CCCc1cc(C(=O)N2CCN(c3ccccc3C)CC2)cs1
 : -1 | 18 | 0.9 | 3 | -4 | -3 | -0.2 | 13 | -1
- COc1cc2ncnc(NCc3ccccc3C)c2cc1OC
 : -8 | -7 | -0.1 | -4 | -11 | -5 | 0.1 | 7 | 1
- Cc1ccc(-c2cc(=O)c3cc(F)ccc3[nH]2)cc1
 : 2 | -9 | -0.2 | -2 | 4 | 2 | -1.1 | 7 | 0
- CCCCOC(=O)c1cccc(NC(=O)CCC(=O)O)c1
 : 1 | -8 | -0.4 | 0 | 16 | -11 | -0.6 | -9 | 8
- O=S(=O)(/C=C/c1ccccc1)N1CCN(c2nc(-c3cccnc3)nc3ccccc23)CC1
 : -15 | 16 | -1.4 | -8 | 18 | -1 | -0.1 | -30 | -7
- CC(C)OCCCNC(=O)c1ccccc1Oc1ccccc1
 : -1 | -8 | -0.3 | -2 | 6 | 0 | 0.2 | 4 | 6
- CC1(C)NC(=O)N(CC(=O)OCC(=O)c2ccc(Br)s2)C1=O
 : -5 | -4 | -0.2 | -3 | -19 | -4 | -0.8 | -45 | -1
- CCCN1C(=O)c2ccc(C(=O)NC3CCCCC3)cc2C1=O
 : -5 | 0 | -0.1 | -3 | -17 | -2 | 0.7 | -7 | 2
- O=C(COC(=O)c1c2c(nc3ccccc13)CCN(Cc1ccccc1)C2)Nc1c(F)cccc1F
 : -4 | 14 | -0.1 | -4 | 12 | 0 | -0.4 | 16 | -12
- COc1ccc([C@@H]2C[C@@H](c3ccccc3)Oc3cc(OC)cc(OC)c32)cc1
 : 16 | 29 | 0.1 | -4 | 14 | -11 | 0.9 | -2 | -2
- CN1C(=O)C(C)(C)c2cc(S(=O)(=O)N3CCCC(C(=O)NCc4ccc(Cl)cc4)C3)ccc21 (centres undefined)
 : 1 | 6 | -0.2 | -2 | -11 | -4 | 0.1 | -11 | -12
- NC(=O)c1ccccc1N/C=C/C(=O)c1ccc(F)cc1
 : -9 | -11 | -1.0 | -4 | 25 | -10 | 1.5 | -10 | 0
- CS(=O)(=O)Nc1nc2n(n1)C(c1ccccc1)C=C(c1ccc(Br)cc1)N2 (centres undefined)
 : 31 | -63 | 1.5 | -1 | -11 | 99* | / | 147 | -158
- CCOC(=O)[C@H]1[C@H]2COc3ccc(Br)cc3[C@@H]2N2C(=O)CN(Cc3ccc(OC)cc3)C(=O)[C@@]12C
 : 12 | 21 | -0.5 | -8 | -3 | -2 | -0.5 | -11 | -1
- O=C(CN1CCCC1c1cccs1)N1CCN(S(=O)(=O)c2cccc(F)c2)CC1 (centres undefined)
 : -4 | 8 | -0.3 | -4 | -12 | -7 | -0.5 | -17 | -3
- Cc1ccc(-n2cc(CNCCCN3CCCC3=O)c(-c3ccc(F)cc3)n2)cc1
 : -5 | 14 | -0.8 | 0 | 6 | 1 | 0.6 | 1 | 0
- COc1cc(C(=O)OCC(=O)Nc2nnc(-c3ccccc3)o2)cc(OC)c1OC
 : 6 | -3 | -0.4 | -7 | -7 | 0 | 0.2 | 4 | 11
- Cn1c(=O)cc(-c2ccccc2)c2ccccc21
 : 0 | 0 | -1.2 | -11 | -13 | 8 | 0.5 | -4 | 6
- C=CC(=O)N1C/C(=C/c2ccc(F)cc2)C(=O)/C(=C\c2ccc(F)cc2)C1
 : -26 | -1 | -0.3 | -6 | 13 | -11 | 5.1* | -8 | -1
- O=C(c1cc(-c2ccncc2)nc2ccccc12)N1CCCC(C(F)(F)F)C1 (centres undefined)
 : -4 | -5 | -0.3 | -3 | -16 | -7 | 0.1 | -3 | -3
- O=C(NCc1ccccc1Cl)c1cccc(OC2CCN(C(=O)C3CC3)CC2)c1
 : 0 | 2 | 0.2 | -2 | 5 | 1 | 1.2 | -7 | 10
- COc1ccc(CCN(C)C(=O)c2ccc3c(=O)n4c(nc3c2)CCCCC4)cc1OC
 : 1 | -7 | -0.1 | -3 | 3 | -9 | -0.5 | 1 | 2
- COc1cc(C(=O)Nc2ccc(S(=O)(=O)N3CCc4ccccc43)cc2)cc(OC)c1OC
 : 3 | 27 | -1.0 | -15 | 7 | -1 | 1.4 | -4 | 7

A different layout for 8 compounds above:
SMILES | CendR NRP1 mod | FAS TE block | TbMetRS inhib | MsrA act | SKN-1 block | eLon inh | MsrA inhibitor | MLLE-PAM2 inh | MT1-MMP act inh
Cc1ccc(-n2cc(CNCCCN3CCCC3=O)c(-c3ccc(F)cc3)n2)cc1 | -5 | 14 | -0.8 | 0 | 6 | 1 | 0.6 | 1 | 0
COc1cc(C(=O)OCC(=O)Nc2nnc(-c3ccccc3)o2)cc(OC)c1OC | 6 | -3 | -0.4 | -7 | -7 | 0 | 0.2 | 4 | 11
Cn1c(=O)cc(-c2ccccc2)c2ccccc21 | 0 | 0 | -1.2 | -11 | -13 | 8 | 0.5 | -4 | 6
C=CC(=O)N1C/C(=C/c2ccc(F)cc2)C(=O)/C(=C\c2ccc(F)cc2)C1 | -26 | -1 | -0.3 | -6 | 13 | -11 | 5.1* | -8 | -1
O=C(c1cc(-c2ccncc2)nc2ccccc12)N1CCCC(C(F)(F)F)C1 (centres undefined) | -4 | -5 | -0.3 | -3 | -16 | -7 | 0.1 | -3 | -3
O=C(NCc1ccccc1Cl)c1cccc(OC2CCN(C(=O)C3CC3)CC2)c1 | 0 | 2 | 0.2 | -2 | 5 | 1 | 1.2 | -7 | 10
COc1ccc(CCN(C)C(=O)c2ccc3c(=O)n4c(nc3c2)CCCCC4)cc1OC | 1 | -7 | -0.1 | -3 | 3 | -9 | -0.5 | 1 | 2
COc1cc(C(=O)Nc2ccc(S(=O)(=O)N3CCc4ccccc43)cc2)cc(OC)c1OC | 3 | 27 | -1.0 | -15 | 7 | -1 | 1.4 | -4 | 7

High-throughput results as filed in PubChem.
